# IL-2 act: qHTS of IL-2 Activators; IL-2 activation reporter assay, cell-based qHTS; stimulated with anti-CD3/CD4/CD28 beads; in transgenic mouse T cells; activation, % (series mostly up to about 46 µM); hit rate 0.065% among 360,000; AID 652025, 2013; in the data active = activation above about 50%; inconclusive = mostly about 30% to 49%; also: 0% is about no effect
#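 Unstimulated transgenic mouse T cells preincubated 60 min with compound, then stimulated with anti-CD3/anti-CD4-coated beads plus anti-CD28 for 18 h at 37 degrees C. IL-2 response read as EGFP and DsRed fluorescence by plate cytometry.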
# EPAC1 antagonist: qHTS for Antagonist of cAMP-regulated guanine nucleotide exchange factor 3 (EPAC1): primary screen | Rap guanine nucleotide exchange factor 3 (Homo sapiens), O95398 | EPAC1 GEF assay, Rap1b-BODIPY-GDP exchange fluorescence | Potency, µM (highest dose often 115 µM), for the others: at the highest dose activity change, negative = inhibition, most hits filed as inhibitors | hit rate 0.14% among 360,000 | AID 720709, 2013;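 also: potency is read from the fitted curve at half-maximal effect; plate controls were vehicle for no effect and positive control for full effect; nearly all actives have a fitted effect of over 50% in size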
# PI5P4K alpha inh: qHTS for Inhibitors of phosphatidylinositol 5-phosphate 4-kinase (PI5P4K). Phosphatidylinositol 5-phosphate 4-kinase type-2 alpha (Homo sapiens), P48426. max response, %. hit rate 1.2% among 330,000. AID 652105, 2013. PI5P4Kalpha enzyme, ADP-Glo luminescence, 60 min; hits give low values; active = max response of -50% or lower; inconclusive = between -30% and -50%; inactive = -30% or higher; also: value at the top dose of about 77 µM; % is scaled to controls: 0 for no effect and ±100 for the full control effect
# Target sequence (P48426 whole entry, looked up): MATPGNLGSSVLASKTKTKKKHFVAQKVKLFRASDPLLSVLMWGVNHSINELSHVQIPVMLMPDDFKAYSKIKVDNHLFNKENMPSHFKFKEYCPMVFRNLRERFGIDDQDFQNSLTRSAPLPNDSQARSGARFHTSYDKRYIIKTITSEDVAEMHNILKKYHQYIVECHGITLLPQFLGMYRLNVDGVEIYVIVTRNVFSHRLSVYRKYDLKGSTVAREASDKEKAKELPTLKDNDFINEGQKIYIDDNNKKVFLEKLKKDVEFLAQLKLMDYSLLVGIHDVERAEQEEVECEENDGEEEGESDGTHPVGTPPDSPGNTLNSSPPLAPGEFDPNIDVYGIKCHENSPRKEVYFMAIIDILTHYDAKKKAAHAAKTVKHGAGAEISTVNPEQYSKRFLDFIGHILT
#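 Compounds were pin-transferred onto PI5P4Kalpha and substrate in HEPES pH 7.4 buffer with EGTA, CHAPS and 5% DMSO. ATP (5 microM final) started the reaction, which ran 60 minutes at room temperature before ADP-Glo detection.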
# WRN inhibitor: qHTS for Inhibitors of WRN Helicase | WRN helicase unwinding, fluorescent forked duplex, kinetic | Potency, µM (highest dose often 114 µM), without a hit: at the top dose activity change, negative = inhibition, most hits filed as inhibitors | hit rate 0.46% among 360,000; also: potency is read from the fitted curve at half-maximal effect; % is scaled to controls: 0 for no effect and ±100 for the full control effect; nearly all actives have a fitted effect of over 55% in size
#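 Screening of the MLSMR collection measured strand separation of a quenched forked DNA duplex (100 nM) by 20 nM WRN with 2 mM ATP, all final. Compounds were preincubated with enzyme 15 min at room temperature.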
# CCT modulator: High-Throughput Screening for Modulators of Cytosolic Chaperonin Activity; purified chaperonin ATPase assay, HTRF ADP detection, 30 min; activity change, % (no concentration beside the values), hits read low; hit rate 0.3% among 360,000; in the data active = activity change below about -30%; also: % is scaled to controls: 0 for no effect and ±100 for the full control effect
#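 First, chaperonin was dispensed at 40 nM or 20 nM final depending on batch activity. Next, compounds were pinned at 76 uM and ATP added at 10 uM. After 30 min at 37 °C, ADP detection reagents ran 30 min at ambient temperature.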
# PLK1 PBD inh: qHTS for Inhibitors of PLK1-PDB (polo-like kinase 1 - polo-box domain): Primary Screen; hit rate 2.8% among 360,000; AID 720504, 2013; Plk1 PBD binding of FITC phosphopeptide, fluorescence polarization; Potency, µM, for the others: max response, negative = inhibition, usual class: inhibitors; also: potency is read from the fitted curve at half-maximal effect; series mostly up to about 57 µM; % is scaled to controls: 0 for no effect and ±100 for the full control effect; nearly all actives have a fitted effect of over 65% in size
# Target sequence (P53350 whole entry, looked up, the tested form may be a part): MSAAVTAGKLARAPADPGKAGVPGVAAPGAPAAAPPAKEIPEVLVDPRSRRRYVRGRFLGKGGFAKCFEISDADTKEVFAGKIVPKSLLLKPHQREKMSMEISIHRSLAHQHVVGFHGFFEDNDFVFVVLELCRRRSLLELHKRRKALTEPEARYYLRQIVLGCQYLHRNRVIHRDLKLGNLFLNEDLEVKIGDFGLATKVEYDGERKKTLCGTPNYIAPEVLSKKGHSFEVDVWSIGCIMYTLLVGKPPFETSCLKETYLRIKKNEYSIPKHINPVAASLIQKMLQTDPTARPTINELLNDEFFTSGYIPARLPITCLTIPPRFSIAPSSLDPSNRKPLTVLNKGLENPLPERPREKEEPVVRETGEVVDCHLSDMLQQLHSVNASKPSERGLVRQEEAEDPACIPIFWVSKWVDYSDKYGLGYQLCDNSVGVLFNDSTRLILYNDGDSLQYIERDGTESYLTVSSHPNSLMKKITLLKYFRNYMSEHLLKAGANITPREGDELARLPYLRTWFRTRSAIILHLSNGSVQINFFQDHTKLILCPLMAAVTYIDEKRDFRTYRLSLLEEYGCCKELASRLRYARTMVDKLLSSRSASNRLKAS
# EPAC2 agonist: qHTS for Agonist of cAMP-regulated guanine nucleotide exchange factor 4 (EPAC2): primary screen; EPAC2 activation, biochemical qHTS; response scale: 100% = 6.5 mM cAMP response; hit rate 0.079% among 360,000; Potency, µM (doses to about 154 µM), for inactives: at the highest dose activation, usual class: activators; also: potency is read from the fitted curve at half-maximal effect; nearly all actives have a fitted effect of over 50% in size
#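 Setup: EPAC2 100 nM, labeled Rap1B complex 250 nM, free GDP 50 uM. Compound titrations pinned in, brief spin, 5 min room temperature incubation. Kinetic fluorescence read over 30 min, normalized to 6.5 mM cAMP.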
# EPAC1 agonist: qHTS for Agonist of cAMP-regulated guanine nucleotide exchange factor 3 (EPAC1): primary screen; hit rate 0.073% among 360,000; Potency, µM (titrated, usually from 154 µM), inactives show at the highest dose activation, actives largely listed as activators; EPAC1 agonist qHTS, biochemical assay; response scale: 100% = response to 6.5 mM cAMP; AID 720707, 2013; also: potency is read from the fitted curve at half-maximal effect; nearly all actives have a fitted effect of over 60% in size
#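 Nucleotide exchange by EPAC1 (100 nM) on Rap1B–BODIPY-GDP (250 nM) in the presence of 50 uM GDP is tracked fluorescently at 480/540 nm over 30 min. Signals are normalized to a 6.5 mM cAMP control.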
# * hit, by the source's call; u = inconclusive; x = no result given; [ ] = remark or other dose. Unless noted, calls follow the shape of the dose curve; as a rule, active = well fitted curve in the direction sought with a large enough effect; inconclusive = small, poorly fitted or top-dose-only effect, or another doubt; inactive = no such curve, though single readings can be large; an effect the other way counts as inactive or inconclusive. An excerpt (hit frequency here may not be typical).
structure,EPAC1 antagonist,PI5P4K alpha inh,EPAC2 agonist,IL-2 act,WRN inhibitor,EPAC1 agonist,PLK1 PBD inh,CCT modulator
OCC1(CCOc2ccccc2)CCN(Cc2ccccc2OC(F)F)CC1,-3.3%,5.9,0.9%,-3.1,0.7%,-12.2%,-9.9%,0.5
N#Cc1nc(-c2cccs2)oc1N1CCN(Cc2ccccc2)CC1,15.7%,x,13.8%,-1.9,-6.0%,13.9%,-2.2%,-3.9
COc1ccc(-c2nc(CS(=O)(=O)CC(=O)NCCCN3CCN(C)CC3)c(C)o2)cc1,-10.6%,2.5,9.1%,-1.4,-2.9%,-3.2%,-7.6%,-2.7
NNC(=O)Cn1nc2n(c1=O)-c1ccccc1SC2,6.7%,1.3,5.9%,-2.8,-5.7%,-2.3%,-1.7%,-1.3
Cc1cc(=O)[nH]c(SCC(=O)Nc2ccc3c(c2)OCCO3)n1,-2.1%,2.3,6.4%,-0.3,2.6%,1.0%,1.4%,0.2
COCCOC(=O)c1cc(C(=O)c2cc(F)ccc2O)coc1=N,2.3%,-9.4,3.7%,-3.0,-4.3%,3.1%,-17.8%,-4.4
Cc1ccccc1-c1cccc([C@@H]2C[C@H]3CN(Cc4cccnc4)C(=O)[C@]34CCCN24)c1,-6.9%,-1.3,9.3%,-2.5,-1.7%,6.8%,-9.2%,-1.9
Nc1c(C(=O)OCC(=O)Nc2ccc(OC(F)F)cc2)[nH]c(=O)[nH]c1=O,15.6%,1.9,-7.9%,-0.1,3.4%,-2.4%,3.7%,2.1
O=C(OC(C(=O)Nc1ccc(Cl)cc1C(F)(F)F)c1ccccc1)C1=COCCO1 (configuration not stated),5.2%,-3.7,-5.0%,0.9,-0.7%,-7.9%,4.4%,1.8
O=c1[nH]c(C2CCN(S(=O)(=O)c3ccc(S(=O)(=O)NC4CC4)cc3)CC2)nc2c1nnn2Cc1ccccc1,-4.5%,-3.6,1.5%,-3.6,-1.8%,20.4%,-10.8%,-1.0
COc1ccc(C(=O)Nc2ccc3c(c2)n(C)c(=O)n3C)cc1OC,-15.1%,-0.3,1.2%,-0.6,-5.9%,-0.8%,-3.1%,0.5
CCCCCCCCN1C(=O)[C@H](CC(=O)NCCCN2CCCC2=O)C[C@@]2(C(=O)OC)CC(C)(C)CC=C12,-20.0%,-1.1,-14.2%,-0.2,-4.3%,-28.6%,1.1%,x
Cc1ccc(S(=O)(=O)c2nc(-c3ccccc3)oc2NCCN2CCOCC2)cc1,-3.8%,-6.4,-0.8%,-2.0,3.8%,2.4%,u,0.2
O=C1CCC([N+](=O)[O-])C(c2ccccc2C(F)(F)F)N1 (configuration not stated),3.8%,5.8,5.5%,-1.7,-7.2%,12.1%,4.5%,0.6
CCN(CC)c1ccc(C(=S)NC2CCCCC2)cc1,-2.9%,-15.9,16.1%,-0.9,-11.4%,12.9%,23.8µM*,1.5
CC1=C/C(=N\OS(=O)(=O)c2ccccc2)C(C(C)C)=CC1=O,-3.1%,4.2,6.3%,-2.8,-29.6%[57.1 µM],-10.8%,-15.1%,0.7
Cc1ccc(CCNC(=O)Cc2ccc(NC3=NC4CS(=O)(=O)CC4S3)cc2)cc1 (configuration not stated),19.1%,-1.8,18.6%,-0.1,3.6%,4.3%,-7.8%,-2.3
CCCCC(=O)Nc1cc(C)c2c(=O)oc3ccccc3c2n1,3.8%,2.4,-9.8%,0.8,-3.8%,2.8%,-6.4%,-0.6
COc1ccc(C(C(=O)NC2CCCC2)N(Cc2cccs2)C(=O)c2ccn[nH]2)cc1OC (configuration not stated),5.7%,-1.4,-1.2%,-2.5,-4.2%,-4.3%,7.0%,-0.6
Cc1[nH]cnc1CSCc1ccc(Cl)cc1,-7.6%,9.6,8.4%,1.7,-27.8%,-1.5%,-4.4%,-2.7
C=CCn1c(SCc2ccccc2)nnc1-c1cccnc1,2.3%,x,-0.7%,-0.6,1.6%,3.7%,-8.3%,-2.1
Cn1c(=NC(=O)c2ccc(S(=O)(=O)N3CCCc4ccccc43)cc2)sc2cc(S(C)(=O)=O)ccc21,-18.7%,6.3,8.3%,1.2,-14.5%,7.4%,-14.4%,-0.7
COc1ccc(O)c(C(=O)c2cnn(C(=O)c3cccc(S(=O)(=O)N(C)C)c3)c2)c1,3.0%,-10.0,6.8%,-3.4,-25.7%,-3.7%,-6.5%,-1.3
O=[N+]([O-])c1cc(Br)c(Nc2ccccc2)c([N+](=O)[O-])c1,-6.6%,2.9,2.1%,-0.7,-12.3%,8.1%,29.9µM*,0.6
CO/N=C/NC(=O)Cc1cn(-c2ncc(C(F)(F)F)cc2Cl)c2ccccc12,-9.4%,1.9,-18.2%,-1.0,-13.7%[57.1 µM],-14.3%,2.0%,-1.7
O=C(CSc1nnc(Cc2cc(=O)[nH]c(=O)[nH]2)n1-c1ccccc1)NCC1CCCO1 (configuration not stated),-2.4%,-1.9,0.3%,-1.9,5.2%,-4.8%,-17.6%,-1.3
CCCCC(O)(CCCC)C(=O)NN(C(=O)OC)c1ccc(C)cc1,-12.3%,-0.7,-12.2%,-0.2,1.9%,-9.8%,-25.9%,2.3
COc1ccc(NC(=O)NCc2ccccn2)cc1,3.1%,2.2,0.9%,-1.4,-3.2%,-6.9%,-5.9%,-1.0
CCOc1ccc(N(CC)S(=O)(=O)c2ccc3c(c2)oc(=O)n3C)cc1,-8.4%,2.3,16.0%,-3.7,-8.4%,4.9%,-4.0%,-0.1
CC(CN1C(C)CCCC1C)OC(=O)c1ccccc1Cl (configuration not stated),-8.4%,0.7,2.1%,-2.0,2.0%,10.5%,4.7%,-3.4
O=C(C1=C(O)C(=O)N(CC2CCCO2)C1c1cccc(O)c1)c1ccco1 (configuration not stated),7.7%,6.4,-7.0%,1.0,-5.5%,-2.1%,1.2%,2.8
CC(NC(=O)Cc1ccsc1)c1ccc(S(N)(=O)=O)cc1 (configuration not stated),1.5%,-5.4,-12.5%,-0.4,2.6%,-2.5%,-6.9%,-1.1
Cc1cccc2sc(N(CCN(C)C)C(=O)/C=C/c3cccs3)nc12,0.5%,1.8,14.0%,-2.0,-19.5%,6.9%,-7.9%,1.1
CCOc1ccc2nc(-c3ccccc3)nc(SCC(=O)OC)c2c1,-24.7%,17.4,0.7%,-0.6,6.9%,2.0%,7.3%,-1.7
CSc1nnc([C@@H](NC(=O)OC(C)(C)C)C(C)C)o1,-0.1%,x,-3.6%,-3.0,3.6%,12.5%,-5.1%,-1.8
CCC1(c2ccccc2)NC(=O)N(CC(=O)Nc2ccccc2C(=O)NC2CC2)C1=O (configuration not stated),1.0%,25.7,-6.4%,-0.4,1.8%,-5.8%,-0.2%,0.0
COc1ccc(CC(NC(C)=O)C(=O)NC2CCN(S(=O)(=O)c3ccccc3)CC2)cc1OC (configuration not stated),9.5%,x,5.7%,-0.4,-3.4%,4.6%,-2.8%,-1.1
CCCCN(C(C)=O)c1c(N)n(CCC)c(=O)n(CC(=O)Nc2cc(Cl)cc(Cl)c2)c1=O,0.2%,5.4,-0.6%,-5.4,4.3%,-13.4%,-0.9%,1.5
COc1cc(OC)c(NC(=O)CCc2nc(-c3ccc(C)cc3)no2)cc1Cl,5.5%,29.9,21.1%,-0.3,-3.3%,11.1%,-5.4%,-1.1
Cc1ccnc(SCC(=O)NC2CCCCCC2)n1,18.0%,-2.2,7.0%,0.1,1.5%,3.8%,-1.1%,-3.7
Cc1cccc(NC(=O)CSc2nnc(CCC(=O)Nc3ccc(C)c(Cl)c3)n2C)c1,-8.5%,x,1.2%,-1.0,-14.7%,-3.3%,-1.5%,-0.2
Cc1cc(NC(=O)Nc2cccc(C)c2C)no1,-10.8%,1.7,-0.8%,-1.9,-0.9%,-5.3%,-4.7%,1.6
CCOC(=O)C(=O)Nc1ccccc1C(=O)Nc1ccc(OC)cc1,6.3%,x,9.1%,-1.1,-0.2%,3.0%,-7.0%,-3.3
CCCN1Cc2cccc(C(=O)Nc3ccc(CC)cc3)c2C1=O,1.7%,11.7,-3.2%,1.0,-2.6%,6.7%,-20.7%,-3.2
COCCNC(=O)c1onc(CSc2ccc(Cl)cc2)c1C(=O)O,-1.8%,u,1.9%,-0.7,2.4%,-13.1%,-9.7%,-1.6
COc1ccc(S(=O)(=O)N2CCN(C)CC2)cc1,15.2%,-0.2,9.6%,-0.3,-3.0%,12.9%,-5.4%,-0.7
O=c1[nH]c(SCc2nc3ccccc3n2Cc2ccccc2)nc2ccccc12,-1.3%,2.4,-3.7%,-0.2,-10.8%,-5.8%,-7.4%,-8.0
CCNC(=O)c1cc2c(=O)n3cccc(C)c3nc2n(Cc2ccc(C)cc2)c1=N,1.3%,-1.6,-3.9%,0.0,-3.5%,13.1%,-6.9%,-2.3
c1cc2c(cc1Nc1nc(-c3ccc4c(c3)OCO4)cs1)OCCO2,-7.5%,-2.1,4.4%,-0.4,-6.1%,1.8%,-6.2%,-2.3
CCOC(=O)c1sc(NC(=O)CSc2ncn[nH]2)c(C#N)c1C,10.3%,x,0.9%,-1.8,1.4%,2.4%,-4.4%,-3.1
COc1ccc(-n2nc(C(=O)NCC(=O)NCCCN3CCOCC3)c3ccccc3c2=O)c(OC)c1,0.1%,1.2,14.1%,0.1,-1.9%,7.4%,-10.8%,-2.2
CN(C)Cc1nc2c(c(=O)[nH]1)C1(CCCCC1)Cc1ccccc1-2,13.8%,x,-3.6%,2.4,-4.7%,-3.6%,0.4%,0.4

# Shown with each value named: part of the list above
> CCOC(=O)C(=O)Nc1ccccc1C(=O)Nc1ccc(OC)cc1
  EPAC1 antagonist: 6.3%; PI5P4K alpha inh: x; EPAC2 agonist: 9.1%; IL-2 act: -1.1; WRN inhibitor: -0.2%; EPAC1 agonist: 3.0%; PLK1 PBD inh: -7.0%; CCT modulator: -3.3

> CCCN1Cc2cccc(C(=O)Nc3ccc(CC)cc3)c2C1=O
  EPAC1 antagonist: 1.7%; PI5P4K alpha inh: 11.7; EPAC2 agonist: -3.2%; IL-2 act: 1.0; WRN inhibitor: -2.6%; EPAC1 agonist: 6.7%; PLK1 PBD inh: -20.7%; CCT modulator: -3.2

# Source: PubChem BioAssay (National Center for Advancing Translational Sciences (NCATS))
